# From PubChem BioAssay
# ABCB1 block = human ABCB1 inhibition, ABCG2 as counter-screen; P08183; CCRF-Adr cells, JC-1 efflux, flow cytometry; inhibition, % at 6.6 µM; 190,000 tested, 0.067% active; in the data active = inhibition above about 40%;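 also: 0% = vehicle and 100% = reference inhibitor; higher value means more JC-1 retained so stronger ABCB1 efflux block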
# Avidin fluor = compound fluoresces at 488/530 nm on avidin beads; fluorescence (KMESF) at 10 µM; AID 1775; 220,000 tested, 0.38% active; compound fluorescence 488/530 nm, flow cytometry; active compounds read high; in the data active = fluorescence above about 47; also: inactives centre near 10
# Pf gamet viab = inhibitors of late stage P. falciparum gametocyte viability; 150,000 tested, 0.065% active; P. falciparum stage V gametocytes, ATP luminescence, 24 h; AID 743093; inhibition, % at 10.9 µM;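 active = inhibition above the mean plus 3 SD of compounds within the control limits, set per campaign, cut at about 38% in these data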;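 also: 0% = DMSO wells and 100% = medium only without gametocytes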
# ABCG2 inh = inhibitors of human ABCG2 transporter, ABCB1 counter-screen | AID 1325 | inhibition, % at 6.6 µM | IgMXP3 cells, JC-1 efflux, flow cytometry | 190,000 tested, 0.1% active;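 active = inhibition above 80%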;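 also: 0% = DMSO and 100% = nicardipine control wells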
#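 Assay system – ABCG2 IgMXP3 and barcoded ABCB1 CCRF-Adr cell mix · Input – 3 million cells/mL in well · Reagent – JC-1 fluorescent substrate · Compound – single test compound dose, 6.6 µM final · Timing – 10 min exposure at 25 °C with rotation, no wash · Detection – flow cytometry of retained JC-1 fluorescence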
# RGS7-Gao reg = human RGS7-Galphao interaction regulation; P09471; 220,000 tested, 0.35% active; binding response (% of control), % at 10 µM; AID 1439; Multiplexed bead flow cytometry, RGS7-Galphao binding; actives lie on both sides; in the data active = binding response below about 49% or above about 150%; inconclusive = no clear call, values can overlap the other calls; inactive = in between;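 also: fluorescent Galphao held in activated GDP-AlF4 state binding bead-coupled RGS7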
# Target sequence (P09471 whole entry, looked up): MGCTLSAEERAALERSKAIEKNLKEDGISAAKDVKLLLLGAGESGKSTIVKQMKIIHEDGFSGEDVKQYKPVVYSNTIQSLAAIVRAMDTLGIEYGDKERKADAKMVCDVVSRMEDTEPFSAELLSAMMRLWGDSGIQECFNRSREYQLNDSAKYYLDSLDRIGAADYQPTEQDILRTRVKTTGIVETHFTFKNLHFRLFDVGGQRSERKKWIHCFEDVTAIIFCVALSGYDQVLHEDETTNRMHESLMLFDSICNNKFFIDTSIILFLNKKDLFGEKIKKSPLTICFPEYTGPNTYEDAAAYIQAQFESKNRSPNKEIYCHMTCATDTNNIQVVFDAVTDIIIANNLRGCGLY
# RGS4-Gao reg = modulates binding of RGS4 to human Galphao. P09471. Multiplexed bead flow cytometry; actives lie on both sides. binding response (% of control), % at 10 µM. 220,000 tested, 0.33% active; in the data active = binding response below about 49% or above about 150%; inactive = in between;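 also: fluorescent Galphao activated with aluminum fluoride binding bead-coupled RGS4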
# Mcl1-Bid inh = Mcl-1/Bid interaction inhibition. TR-FRET Mcl-1/Bid-Dy647 peptide binding, 1536-well. inhibition, % at 21.7 µM. 220,000 tested, 0.97% active;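 active = compounds that cut the binding signal by more than half at the single screening dose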;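 also: His-tagged Mcl-1 with europium anti-His antibody binding Bid BH3 peptide; 0% = Mcl-1 plus peptide wells and 100% = peptide-only wells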
# Target sequence (Q07820 whole entry, looked up): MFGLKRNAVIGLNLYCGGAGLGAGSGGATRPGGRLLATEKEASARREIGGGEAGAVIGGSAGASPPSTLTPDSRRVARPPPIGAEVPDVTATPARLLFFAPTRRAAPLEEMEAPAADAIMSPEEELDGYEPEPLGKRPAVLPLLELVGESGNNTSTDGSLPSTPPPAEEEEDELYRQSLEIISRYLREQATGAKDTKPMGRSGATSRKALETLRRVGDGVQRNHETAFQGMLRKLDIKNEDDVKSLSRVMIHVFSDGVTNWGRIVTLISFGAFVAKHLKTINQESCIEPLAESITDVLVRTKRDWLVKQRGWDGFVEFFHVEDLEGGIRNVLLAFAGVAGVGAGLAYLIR
# RGS8-Gao reg = regulators of human RGS8-Galphao interaction; P09471; multiplexed bead flow cytometry, RGS8-Galphao binding; actives lie on both sides; response (percent of control binding), % at 10 µM; 220,000 tested, 0.34% active; AID 1423; in the data active = response below about 60% or above about 140%; inactive = in between;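 also: Galphao activated as the GDP aluminium fluoride complex binding bead-coupled RGS8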
# Mcl-1 Bim block = inhibitors of Bim-Mcl-1 interaction, human; 190,000 tested, 0.1% active; Bead-based flow cytometry, Bim peptide-Mcl-1 binding; inhibition, % at 10 µM; in the data active = inhibition above about 40%;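 also: 0% = no compound tracer wells and 100% = peptide blocker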
# Mcl1 Noxa PPI = disrupts binding of human Mcl-1 to Noxa peptide | TR-FRET Mcl-1/Noxa peptide binding, 2 h | inhibition, % at 21.7 µM | 220,000 tested, 1.5% active;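 active = compounds that cut the protein-peptide binding signal by more than 50% relative to plate controls in a single-dose test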;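 also: His-tagged Mcl-1 with rhodamine Noxa BH3 peptide and terbium anti-His antibody; 0% = Mcl-1 plus Noxa peptide wells and 100% = peptide-only wells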
# GSH fluor = compound fluoresces at 488/530 nm on GSH beads; fluorescence (KMESF) at 10 µM; 190,000 tested, 0.25% active; AID 1776; GSH beads flow cytometry, compound fluorescence 488/530 nm; active compounds read high; in the data active = fluorescence above about 89;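 also: glutathione beads carrying GST-tagged Bcl family fusion proteins plus one bare bead set; values are compound well signal with DMSO vehicle wells as background; inactives centre near 16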
# Active calls of the source: *; ? = inconclusive; nt = not tested or not shown.
# Each structure is followed by: ABCB1 block	Avidin fluor	Pf gamet viab	ABCG2 inh	RGS7-Gao reg	RGS4-Gao reg	Mcl1-Bid inh	RGS8-Gao reg	Mcl-1 Bim block	Mcl1 Noxa PPI	GSH fluor
CC#CCN1c2ccccc2[C@]23C[C@@H](C(=O)OC)N(C(=O)c4ccco4)C2=NC(C(=O)OC)=C(C(=O)OC)[C@H]13
 : nt	8	-25	nt	?	102	-55	103	nt	-10	nt
CC1(C)C2CCC1(C)C1(C2)NC(=O)c2ccccc2O1 (stereo unspecified)
 : 0.4	6	-49	3	100	97	18	102	-3	15	24
COc1cc(/C=N/NC(=O)c2ccc(Cl)c(S(N)(=O)=O)c2)ccc1OCC(N)=O
 : nt	4	10	nt	?	85	-15	92	nt	5	nt
O=C(Nc1cc(Cl)ccc1N1CCCCC1)c1cccs1
 : 0.4	6	nt	3	103	103	8	104	0	2	35
CCOC(=O)c1ccc(NC(=S)N(CCCN2CCN(C)CC2)Cc2cccs2)cc1
 : 1.6	12	24	0	?	102	-16	102	1	8	10
O=C(NCCCN1CCOCC1)NC1CCCCC1
 : 0.7	13	7	4	103	99	-12	100	-6	3	27
C[C@]1(C(=O)NCCc2c[nH]c3ccccc23)C=C[C@@H](Cc2ccccc2)N1C(=O)c1ccccc1
 : 2.7	12	-25	-4	104	104	-11	93	0	9	18
O=C(Cn1cnc2ccccc21)Nc1cc(C(F)(F)F)ccc1N1CCOCC1
 : 0.5	8	nt	2	116	115	5	110	-6	11	42
CCCC(=O)Nc1ccc(C=C(C(C)=O)C(C)=O)cc1
 : nt	10	28	nt	?	102	-4	100	nt	17	nt
N#C/C(=C\c1cccn1-c1ccccc1)C(=O)NC1CCCCC1
 : 1.9	18	nt	15	97	100	3	98	-2	-6	17

# Three entries from above, sorted by their value in Mcl-1 Bim block, lowest first:
Structure	Mcl-1 Bim block
O=C(Cn1cnc2ccccc21)Nc1cc(C(F)(F)F)ccc1N1CCOCC1	-6
CC1(C)C2CCC1(C)C1(C2)NC(=O)c2ccccc2O1 (stereo unspecified)	-3
C[C@]1(C(=O)NCCc2c[nH]c3ccccc23)C=C[C@@H](Cc2ccccc2)N1C(=O)c1ccccc1	0

# (more compounds)
# Each structure is followed by: ABCB1 block	Avidin fluor	Pf gamet viab	ABCG2 inh	RGS7-Gao reg	RGS4-Gao reg	Mcl1-Bid inh	RGS8-Gao reg	Mcl-1 Bim block	Mcl1 Noxa PPI	GSH fluor
Cc1ccc(N2C(=O)CC(N3CCSCC3)C2=O)c(C)c1 (stereo unspecified)
 : nt	8	20	nt	?	101	-19	102	nt	0	nt
CCOc1cc(CNn2cn[nH]c2=S)cc(Cl)c1OCc1ccccc1F
 : -0.3	12	-17	-2	98	100	-20	97	-13	20	17
C=CCNC(=O)Nc1ccc(Cl)cn1
 : 0.4	3	4	2	100	95	-6	86	1	-9	20
CCOc1cc(N2CCOCC2)c(OCC)cc1NC(=O)C(C)(C)C
 : 0.7	11	11	16	?	95	-16	100	-3	1	15
COc1ccc(C(=O)Nc2nccs2)cc1[N+](=O)[O-]
 : 0.0	13	-1	5	99	99	-2	99	0	6	17
CCOc1ccc(N2C(=O)CSC23CCCCC3)cc1
 : 1.6	35	-4	31	102	99	-3	99	-2	16	22
O=C(O)C1CC(O)CN1C(=O)c1ccco1 (stereo unspecified)
 : 0.3	7	-29	1	90	88	-1	94	1	20	65
COc1ccc(CCNC(=O)Cc2cc(OCc3ccccc3)c(OC)cc2[N+](=O)[O-])cc1OC
 : 1.5	17	-4	4	91	95	-5	97	-3	-14	18
Cc1ccccc1NC(=O)C(=O)N/N=C/c1cccc(Br)c1
 : 0.3	5	2	1	98	102	2	102	-6	-9	10
O=Nc1ccc(NOC(=O)c2ccccc2Br)cc1
 : -0.6	12	-13	-2	94	96	-27	101	-1	-1	2

# Fetched by structure from the entries so far, 2 records:
# Each structure is followed by: ABCB1 block	Avidin fluor	Pf gamet viab	ABCG2 inh	RGS7-Gao reg	RGS4-Gao reg	Mcl1-Bid inh	RGS8-Gao reg	Mcl-1 Bim block	Mcl1 Noxa PPI	GSH fluor
O=C(O)C1CC(O)CN1C(=O)c1ccco1 (stereo unspecified)
 : 0.3	7	-29	1	90	88	-1	94	1	20	65
O=Nc1ccc(NOC(=O)c2ccccc2Br)cc1
 : -0.6	12	-13	-2	94	96	-27	101	-1	-1	2

# Compounds from the list above that have an NH in an aromatic ring, in the order listed:
# Each structure is followed by: ABCB1 block	Avidin fluor	Pf gamet viab	ABCG2 inh	RGS7-Gao reg	RGS4-Gao reg	Mcl1-Bid inh	RGS8-Gao reg	Mcl-1 Bim block	Mcl1 Noxa PPI	GSH fluor
C[C@]1(C(=O)NCCc2c[nH]c3ccccc23)C=C[C@@H](Cc2ccccc2)N1C(=O)c1ccccc1
 : 2.7	12	-25	-4	104	104	-11	93	0	9	18
CCOc1cc(CNn2cn[nH]c2=S)cc(Cl)c1OCc1ccccc1F
 : -0.3	12	-17	-2	98	100	-20	97	-13	20	17

# Following part:
# Each structure is followed by: ABCB1 block	Avidin fluor	Pf gamet viab	ABCG2 inh	RGS7-Gao reg	RGS4-Gao reg	Mcl1-Bid inh	RGS8-Gao reg	Mcl-1 Bim block	Mcl1 Noxa PPI	GSH fluor
CCCCNC(=O)N(C)c1nncnc1C(=O)NC
 : 0.0	27	nt	0	101	102	2	99	-2	2	14
O=C(C1CCCCC1)N1CCN=C1SCc1cccnc1
 : -0.8	7	nt	-1	100	100	-11	101	1	7	19
COc1cccc(C(=O)Nc2cccc3c2ccc2cccn23)c1
 : -0.4	9	-16	1	99	102	-13	101	0	-4	22
CCCCc1ccc(NC(=O)CN2NS(=O)(=O)c3ccccc3C2=O)cc1
 : -0.5	5	nt	-4	88	87	-3	81	2	2	12
Cc1c(-n2cccc2C=O)cccc1[N+](=O)[O-]
 : 0.3	9	-25	1	?	91	-27	96	0	0	19
COc1cc2c(c(OC)c1OC)-c1c(cc3c(c1OC)OCO3)C[C@H](C)[C@@](C)(O)C2
 : nt	18	nt	nt	?	102	-29	102	nt	12	nt
COCCCNC(=O)CSc1nc2ccccc2c(=O)n1CCC(=O)NCCc1ccc(OC)c(OC)c1
 : -0.1	10	2	0	101	102	-10	106	-1	12	17
Cc1ccc(NC(=O)c2oc3ccc(S(=O)(=O)N4CCOCC4)cc3c2C)c(C)c1
 : 1.2	8	4	5	102	98	-16	100	1	12	15
Cn1c(NC(=O)/C=C/c2ccc(Cl)c(Cl)c2)cc(=O)n(C)c1=O
 : 0.5	14	nt	14	102	102	0	102	0	-3	11
COc1ccc(NC(=O)c2ccc3snnc3c2)cc1
 : -0.3	7	-22	4	96	97	-7	102	-6	-1	14
Cc1cc2nnc(SCc3ccccc3)n2c(N)n1
 : 1.2	11	5	4	100	98	-18	99	0	11	21
CCCNC(=O)CN(C)S(=O)(=O)c1ccc(F)cc1
 : 0.4	19	19	33	105	103	-24	104	-1	8	8
CCN1CCN(C(c2cc(OC)c(OC)c(OC)c2)c2nnnn2C(C)C)CC1 (stereo unspecified)
 : 1.8	14	-25	24	96	100	50	100	-2	27	36
Cc1cccc(N2C(=O)C(O)=C(C(=O)c3cccs3)C2c2cccc(Oc3ccccc3)c2)n1 (stereo unspecified)
 : nt	17	9	nt	?	98	-265	99	nt	-19	nt
Cn1c(CN2CCOCC2)nc2cc(NC(=O)COc3ccccc3)ccc21
 : 1.2	13	16	8	104	105	-31	107	0	23	13
CCN(CC)c1ccc(/C=N/NC(=O)Cc2ccc(OC)c(OC)c2)cc1
 : nt	13	2	nt	?	103	-32	102	nt	7	nt
O=C(CN1CCN(S(=O)(=O)c2ccc(Cl)cc2)CC1)Nc1ccc2c(c1)OCO2
 : 0.9	14	13	3	94	95	-8	93	-1	9	15
CCc1ccc(-c2nc(CN3CCC(C(=O)N4CCN(c5ccccn5)CC4)CC3)c(C)o2)cc1
 : 0.9	33	-1	1	99	98	-10	100	0	-2	48
COc1ccc(N(C(=O)C(C)C)S(=O)(=O)c2ccc3c(c2)n(C)c(=O)n3C)cc1
 : 4.2	15	nt	12	101	104	-9	103	1	-4	14
CC(C)C(=O)N1CCC(CN=Cc2c(O)n(C3CCCCC3)c(=O)n(C3CCCCC3)c2=O)CC1
 : -2.5	6	nt	-4	98	98	22	100	-3	6	32
COc1ccc(/C=N/NC(=O)c2ccncc2)cc1[N+](=O)[O-]
 : 0.5	10	nt	12	101	99	-5	101	0	0	23
CCOC(=O)c1sc(N)c(C#N)c1COC(=O)CNC(=O)c1cc(OC)c(OC)c(OC)c1
 : -0.4	14	1	-1	100	98	-38	99	0	12	10
Cc1onc(-c2ccccc2Cl)c1C(=O)NCc1nc(-c2ccccc2)no1
 : 0.0	20	-21	11	99	99	-23	101	-4	-1	36
Cc1nc2ccccn2c1C(=O)CSc1ccc(Cl)cc1Cl
 : 1.2	18	10	46	101	99	-15	99	-1	-37	20
